N370S GC mod – qHTS Assay for Inhibitors and Activators of N370S glucocerebrosidase as a Potential Chaperone Treatment of Gaucher Disease. Potency, µM (doses to about 59.4 µM), without a hit: at the top dose activity change, negative = inhibition, hits mostly inhibitors. N370S GC spleen homogenate, 4MU-glucoside fluorescence. 330,000 tested, 0.092% active;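 note: 0% = full enzyme activity and -100% = no enzyme basal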
FEN1 inhibitor – qHTS Assay for the Inhibitors of Human Flap endonuclease 1 (FEN1); P39748; Recombinant FEN1 flap cleavage, fluorescence, 15 min; Potency, µM (highest dose often 114 µM), for the others: top-dose activity change, negative = inhibition, usual class: inhibitors; 390,000 tested, 0.35% active; note: nearly all actives have a fitted effect of over 65% in size
Target sequence (P39748 whole entry, looked up): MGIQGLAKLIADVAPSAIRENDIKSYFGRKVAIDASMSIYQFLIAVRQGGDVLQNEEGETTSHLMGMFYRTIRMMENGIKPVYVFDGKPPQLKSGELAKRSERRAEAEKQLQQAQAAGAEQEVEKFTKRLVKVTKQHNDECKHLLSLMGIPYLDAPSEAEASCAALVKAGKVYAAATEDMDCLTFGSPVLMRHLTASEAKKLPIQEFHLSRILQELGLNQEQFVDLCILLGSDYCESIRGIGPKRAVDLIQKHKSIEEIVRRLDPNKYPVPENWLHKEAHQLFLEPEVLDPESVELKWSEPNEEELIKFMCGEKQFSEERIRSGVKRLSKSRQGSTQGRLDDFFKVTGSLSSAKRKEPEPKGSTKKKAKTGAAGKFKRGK
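Compounds are tested as a concentration series against 10 nM FEN1; after a 15 min room-temperature preincubation, 50 nM substrate starts cleavage, with plate reads at 0 and 15 min. Normalized responses are fitted by a Hill equation.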
DT40 TDP1 CPT – qHTS for Inhibitors of human tyrosyl-DNA phosphodiesterase 1 (TDP1): qHTS in cells in presence of CPT. chicken DT40 Tdp1-/-;hTDP1 cells + 20 nM CPT, ATP luminescence, 48 h. Potency, µM (highest dose often 46.2 µM), for inactives: at the top dose activity change, negative = growth inhibition, hits mostly inhibitors. 420,000 tested, 12% active; note: nearly all actives have a fitted effect of over 55% in size
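Chicken DT40 Tdp1-/- cells stably complemented with human TDP1 were seeded at 400 cells/well in medium containing 20 nM camptothecin, exposed to pin-transferred compounds, and grown at 37 °C for at least 48 hr. Viability was read as ATP luminescence.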
Numbers without * were called inactive; ? = inconclusive; . = not tested or not shown; & = joins results of further samples; ! = not active in a repeat. Calls come from the whole dose curve; as a rule, active = well fitted curve in the direction sought with a large enough effect; inconclusive = small, poorly fitted or top-dose-only effect, or another doubt; inactive = no such curve, though single readings can be large; an effect the other way counts as inactive or inconclusive. Unless noted, % is set by controls: 0 for no effect and ±100 for the full control effect; potency is the fitted concentration of half-maximal effect. Only part of the results is shown, so the mix of outcomes need not match the whole.

Structure	DT40 TDP1 CPT	N370S GC mod	FEN1 inhibitor
O=C(CN1C(=O)c2ccccc2S1(=O)=O)NCCc1ccccc1	11%	6%	7%
OCC(O)CSc1nc(-c2ccccc2)nc2c1CCC2 (stereo not drawn)	-10%	2%	17%
COCCNc1cc(C)nc2cc(-c3ccc(C)cc3)nn12	2%	-4%	9%
Cc1nc2cccnc2n1-c1cccc(C(=O)NCc2cccc(Cl)c2)c1	21µM*	.	-17%
NC(=Nc1ccc(N)cc1)C(N)=Nc1ccc(N)cc1	5%	-2%	-23%
Cc1cc(/C=C2/C(=O)N(C)C(=S)N2C)c(C)n1C1CC1	?	-8%	-19%
CN1CCCN(C(=O)c2cccc(Br)c2)CC1	18%	-10%	52%
Cc1[nH]n(-c2ccccc2)c(=O)c1C(c1ccc(C(=O)O)cc1)c1c(C)[nH]n(-c2ccccc2)c1=O	?	-6%	-4%
COc1ccc(NC(=O)c2cc3c([nH]c2=O)CC(c2ccccc2)CC3=O)cc1 (stereo not drawn)	16%	.	-1%
C=CCN(CC=C)c1ncnc2[nH]ncc12	?	.	4%
CCOC(=O)c1c(C)[nH]c(C)c1S(=O)(=O)NC1CCN(C(=O)OCC)CC1	4%	-13%	9%
COc1ccccc1/C=C/CN1CCCCC1	4%	-7%	6%
CCCCCCCCCCCCCC(=O)O[C@H](CC(=O)O)C[N+](C)(C)C	?	-15%	.
Cc1ccc(CNC(=O)C2(NC(=O)Nc3ccc(C)cc3)CCCCC2)cc1	?	8%	4%
NC(=O)C1CCN(C(=O)c2ccc(Oc3ccccc3)cc2)CC1	-21%	8%	5%
O=C(NC1CCCCC1)C(c1ccccc1)N(C(=O)c1csnn1)C1CCCC1 (stereo not drawn)	-24%	-3%	10%
O=C(O)C1=C[C@H](c2ccccc2)C[C@H](OCc2ccc(CO)cc2)O1	-1%	8%	2%
Cc1ccc(Cn2cc(C(=O)c3ccc(F)cc3)c(=O)c3cc4c(cc32)OCCO4)cc1	?	9%	-13%&7%
CCSc1ccccc1C(=O)Nc1cccc(OC)c1	3%	30%	8%
COCc1cc(=O)n2[nH]c(C)cc2n1	7%	0%	-13%
CCC1(CC)C(=O)C2=C3C1[C@H](C(=O)OC)CC(C(=O)OC)C[C@H]3n1c(=O)n(C)c(=O)n1[C@H]2C (stereo partly drawn)	-7%	-1%	-5%&8%
COc1cc(S(=O)(=O)N2CCOCC2)ccc1NC(=O)COc1ccc(N(C)S(=O)(=O)c2ccc(C)cc2)cc1	?	19%	2%
Cc1cc(NS(=O)(=O)c2ccc(NC(=O)COc3ccc(Br)cc3)cc2)nc(C)n1	15µM*	4%	?
COC(=O)[C@]1(Cc2ccccc2)N[C@H](c2ccc(SC3CCCCC3)c(OC)c2)[C@@H]2C(=O)N(C)C(=O)[C@@H]21	?	.	-2%
CC1CN(C(=O)/C(C#N)=C2\N=C(NC(=O)c3ccc(F)cc3)c3ccccc32)CC(C)O1 (stereo not drawn)	-12%	8%	18%
CCc1cccc(C)c1NC(=O)Cn1c(NCCO)nc2ccccc21	-11%	-5%	-3%
Cc1cc(Cl)ccc1Oc1nc(-c2ccccc2)ncc1S(C)(=O)=O	-13%	19%	1%
Cc1cccc(C)c1N1CCN(S(=O)(=O)c2ccc(F)cc2)CC1	?	7%	-16%
CCOc1cc(N2CCOCC2)c(OCC)cc1NC(=O)Cc1cn2ccsc2n1	-27%	20%	10%
Cc1ccc(NC(=O)Cn2cc(C=O)c3ccccc32)cc1C	?	-1%	-15%
CCOc1ccccc1OCC(=O)NNC(=S)NC1CCCCC1	-7%	12%	-6%
CCN(CC(=O)Nc1ccc(NC(C)=O)cc1)CC(=O)Nc1cc(C)on1	-5%	.	-9%
COc1ccccc1CNC(=O)COc1ccc(S(=O)(=O)N2CCOCC2)cc1	-1%	1%	4%
Cc1noc(C)c1C(=O)N1CCC2(CCCN(c3ncccn3)C2)CC1	-18%	-12%	.
CCOc1ccc(N2CC(C(=O)Nc3ccccc3C(=O)NC3CC3)CC2=O)cc1 (stereo not drawn)	6%	-8%	4%
Cc1ccc(NC(=S)NCC(C)C)cc1	-8%	3%	-1%
CCCSc1nc2sc3c(c2c(=O)n1-c1ccccc1)CCC(C)C3 (stereo not drawn)	-11%	.	-7%
Cc1cccc(CNc2nc(-c3c(C)noc3C)nc3ccccc23)c1	?	?	.
O=c1[nH]c(CN2CCN(Cc3ccccc3)CC2)nc2scc(-c3ccccc3)c12	?	-13%	0%
c1ccc(C(Cc2nc(-c3cccnc3)no2)c2ccccc2)cc1	-24%	13%	-24%
Cc1cc(C)n(-c2ccc(C(C)C)cc2)c(=O)c1C#N	8%	2%	-4%
CN(Cc1ccccc1)C(=O)c1ccc(NC(=O)Cc2ccc(NC(=O)C3CCCN(C(=O)c4ccccc4)C3)cc2)cc1 (stereo not drawn)	-7%	.	-9%
Cc1ccc(S(=O)(=O)/N=C(/Nc2ccccc2C)c2ccccc2)cc1	?	.	-1%
Cc1ccc(C(=O)NCc2ccco2)cc1	19%	-1%	-1%
Cn1c(SCCOc2ccccc2Cl)nnc1-c1cccs1	?	2%	12%
CCOC(=O)N1CCN(CCC(=O)Nc2ccccc2OC)CC1	-5%	2%	-12%
Cc1ccc(C(=O)N(Cc2nnc(-c3ccc(Cl)cc3)o2)C2CC2)o1	?	.	-13%
CCc1ccc2oc(-c3ccc(C)c(NC(=O)COc4ccc(Cl)cc4)c3)nc2c1	6%	.	-9%
O=C(Nc1cc(Cl)ccc1N1CCOCC1)c1cccnc1Cl	17%	14%	-2%
O=S(=O)(Cc1ccccc1)N1CCN(Cc2ccccc2)CC1	-30%	1%	2%
O=C(COc1ccccc1Cl)NCCc1ccc2c(c1)OCCO2	-30%	6%	-17%
COc1ccc(-c2nnc(SCCC(=O)O)n2-c2ccccc2)cc1OC	-1%	2%	-15%
O=C(Nc1cccnc1)C1CC(=O)N(c2ccc(F)cc2)C1 (stereo not drawn)	-7%	2%	-4%
O=C(CSc1oc(-c2ccccc2)nc1S(=O)(=O)c1ccc(Cl)cc1)c1ccccc1	15µM*	.	-14%
CCOC(=O)N1CCC(NC(=O)c2cnn3c2NC(c2ccco2)CC3C(F)(F)F)CC1 (stereo not drawn)	?	8%	-17%
Cc1ccc(-c2cn(-c3cccc(Cl)c3)c(S(=O)(=O)CC(=O)Nc3ccccc3F)n2)cc1	?	.	12%
COCCN(CC1CCCN(C2Cc3ccccc3C2)C1)C(=O)CCC(C)=O (stereo not drawn)	-16%	5%	22%
CN(C(=O)c1cccc(NC(=O)Cc2ccc(NC(=O)C3CCCN(C(=O)C4CCC4)C3)cc2)c1)C1CC1 (stereo not drawn)	?	.	-9%
CCOc1ccc(-n2c(C)nc3cc(C(=O)NCCN4CCOCC4)ccc32)cc1	1%	-16%	-16%
S=C(NCc1ccco1)Nc1ccc(Oc2ccc(Cl)cc2)cc1	?	-18%	-22%

(more compounds)
Structure	DT40 TDP1 CPT	N370S GC mod	FEN1 inhibitor
CC1CCCN(CCCNC(=O)CN2C(=O)COc3ccccc32)C1 (stereo not drawn)	-5%	0%	-11%
Cc1nn(C)cc1C(=O)Nc1ccc2c(c1)OCCO2	0%	2%	-3%
COC(=O)c1sc(NC(=O)CCCn2nc([N+](=O)[O-])cc2C)c(C(=O)OC)c1C	?	9%	-2%
COc1cc(C(=O)OCCCN2CCCN(CCCOC(=O)c3cc(OC)c(OC)c(OC)c3)CC2)cc(OC)c1OC	17µM*!	-6%	1%
COc1ccc(NS(=O)(=O)c2ccc(N/N=C/c3ccc(N4CCOCC4)cc3)c([N+](=O)[O-])c2)cc1	18%	-15%	1%
CCN(CC)c1ccc(/C=N/NC(=O)Nc2nonc2N)cc1	-9%	-7%	-5%
Nc1nnc(SCc2cccc(C(F)(F)F)c2)s1	-14%	2%	-16%
N#Cc1c2n(c3c(N)ncnc13)CCCCC2	-5%	-8%	-12%
O=C(C1CCN(S(=O)(=O)c2cccnc2)CC1)N1CCN(c2ccccc2Cl)CC1	?	2%	-4%
COc1cc(CNC(C)C23CC4CC(CC(C4)C2)C3)ccc1OCC(=O)NC(C)(C)C (stereo not drawn)	-107%	-15%	10%
O=C(NCCOc1ccccc1Cl)c1cccc2c1C(=O)c1ccc(Cl)cc1S2(=O)=O	23µM*	.	18%
COc1ccc(C(=O)NCCS(=O)(=O)N2CCc3ccccc3C2)cc1	-1%	-4%	0%
CCN(CC)c1ccc(N2C(=O)/C(=C/c3ccccn3)SC2=S)cc1	-11%	10%	2%
COc1ccc(-n2nc(C(=O)N(C)C)nc2-c2ccccc2)cc1	20%	-6%	16%
CCCNC(=S)Nc1ccc(CC(=O)OC)cc1	16%	1%	-4%

Complete entries, looked up by structure.
CC1CCCN(CCCNC(=O)CN2C(=O)COc3ccccc32)C1 (stereo not drawn) in the list: DT40 TDP1 CPT: -5%; N370S GC mod: 0%; FEN1 inhibitor: -11%
Nc1nnc(SCc2cccc(C(F)(F)F)c2)s1 in the list: DT40 TDP1 CPT: -14%; N370S GC mod: 2%; FEN1 inhibitor: -16%

Quoted from the listing.
`COc1ccc(C(=O)NCCS(=O)(=O)N2CCc3ccccc3C2)cc1` | FEN1 inhibitor: 0%
`COC(=O)c1sc(NC(=O)CCCn2nc([N+](=O)[O-])cc2C)c(C(=O)OC)c1C` | N370S GC mod: 9%
`Cc1nn(C)cc1C(=O)Nc1ccc2c(c1)OCCO2` | DT40 TDP1 CPT: 0%
`COc1ccc(NS(=O)(=O)c2ccc(N/N=C/c3ccc(N4CCOCC4)cc3)c([N+](=O)[O-])c2)cc1` | DT40 TDP1 CPT: 18%

Continuation:
Structure	DT40 TDP1 CPT	N370S GC mod	FEN1 inhibitor
CC(OC(=O)CN1C(=O)c2ccccc2C1=O)C(=O)NC1CCCC1 (stereo not drawn)	17%	-2%	1%
Cn1c(=O)c2[nH]c(SCc3cccnc3)nc2n(C)c1=S	-10%	.	-11%
Cc1ccc2oc3c(c(=O)c2c1)C(c1ccc(F)cc1)N(c1nc(C)c(C)s1)C3=O (stereo not drawn)	-3%	.	13%
Cc1cccc(CCN(C(=O)c2snc(C(N)=O)c2N)C(C(=O)NCC2CCCO2)c2ccc(F)cc2)c1 (stereo not drawn)	?	-1%	-22%
CC1(C)CC(=O)C(N=Nc2cc(S(=O)(=O)N3CCOCC3)ccc2Cl)=C(O)C1	-1%	-7%	16%
COC(=O)c1c(NC(=O)CN(c2ccc(C)c(C)c2)S(C)(=O)=O)sc2c1CCCC2	?	?	12%
CCOc1cc(C=O)ccc1OCCCN1C(=O)NC(C)(C)C1=O	-18%	6%	-11%
COc1ccc(/C=C/C(=O)OCC(=O)NC(C)CCc2ccccc2)cc1OC (stereo not drawn)	-18%	.	-12%
O=C(N/C(=C\c1cccs1)C(=O)N1CCOCC1)c1cccs1	8%	-23%	-13%
COc1ccc(N=c2sc3ccccc3n2C)cc1	-13%	6%	-3%
CCC(C)NC(=O)CSc1nc2cc3c(cc2c(=O)n1CCCC(=O)NCCc1ccc(OC)c(OC)c1)OCO3 (stereo not drawn)	4%	.	-10%
O=C(NCc1cccnc1)Nc1ccc(Cl)cc1	1%	7%	-10%
CC(C)(C)NC(=O)c1cc(C(C)(C)C)c(O)c(C(C)(C)C)c1	0%	4%	-4%
COc1ccc(OC)c(NC(=O)c2ccc(S(=O)(=O)N3CCOCC3)cc2)c1	-2%	2%	-5%
COc1ccc(CCNC(=O)C2CCN(C(=O)c3ccccc3C)CC2)cc1	?	-4%	-1%
COC(=O)C(C#N)C(c1cccnc1)c1c(C)[nH][nH]c1=O (stereo not drawn)	-8%	2%	9%
c1ccc(N2CCN(c3nc4cc5c(cc4s3)OCO5)CC2)cc1	-10%&-9%	4%	-3%&3%
CC(=O)NC1=NN(C(C)=O)C(c2ccccc2)S1 (stereo not drawn)	?	0%	6%
O=C(/C=C/c1ccc(F)cc1)c1ccc(N2CCOCC2)cc1	21µM*	15%	2%
O=C(NCC(=O)N(c1ccc2c(c1)OCO2)C(C(=O)NC1CCCC1)c1cccs1)c1ccco1 (stereo not drawn)	-2%	5%	5%
O=C(Nc1cccc2c1CCCC2)c1ccccc1F	?	0%	-2%
Cc1ccccc1OCCCCn1cnc2ccccc21	12µM*	.	-18%

Gathered by group, the entries above with a CF3 group.
Structure	DT40 TDP1 CPT	N370S GC mod	FEN1 inhibitor
CCOC(=O)N1CCC(NC(=O)c2cnn3c2NC(c2ccco2)CC3C(F)(F)F)CC1 (stereo not drawn)	?	8%	-17%
Nc1nnc(SCc2cccc(C(F)(F)F)c2)s1	-14%	2%	-16%

Screening results: PubChem, National Center for Advancing Translational Sciences (NCATS)
